KCNQ1 pot – potentiates or activates the human KCNQ1 potassium channel; hit rate 0.35% among 310,000; AID 2648; CHO-K1 KCNQ1, thallium flux FluxOR fluorescence; active compounds read high; P51787; B-score at 10 µM;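 active = fluorescence ratio B-score, a plate-corrected score, at least three library SD, with initial intensity B-score within 5 SD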
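assay system = CHO-K1 cells stably expressing KCNQ1 | medium = assay buffer, equal DMSO in all wells | timing = 37 °C overnight plating, 90-min dark dye load, 20-min compound pretreatment | measured by = kinetic FluxOR thallium fluorescence, 10-s 1-Hz baseline, 110-s post-stimulus read | measure = fluorescence change relative to baseline, converted to B score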
PolyA inhibitor – yeast polyadenylation inhibition; calls only at 12 µM; S. cerevisiae SKY197-pL101 polyadenylation reporter, beta-gal luminescence; efflux-impaired pdr1/pdr3 knockout yeast; score 100 = 6 SD above DMSO; hit rate 0.02% among 300,000;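 active = lowest replicate activity score at least 50, where 100 means six control SD above control mean; inconclusive = lowest score under 50 but half or more replicates reach 50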;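 also: yeast exposed to compound for 9 h at 30 °C; higher score means more reporter readthrough which indicates perturbed polyadenylation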
KCNK9 inh – inhibitors of human KCNK9 two-pore domain potassium channel. HEK293 KCNK9, FluxOR thallium flux fluorescence; active compounds read low. hit rate 1.2% among 310,000. AID 488922. B-score at 10 µM;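 active = ratio B-score over 3 SD below the library mean, with starting fluorescence within 5 SD of its mean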;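 also: negative B-score means less thallium flux so channel inhibition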
Dyrk1A ADPGlo – Dyrk1A (rat) kinase inhibition. ADP-Glo luminescence, NFATc1 peptide. inhibition, % at 12.5 µM. hit rate 0.43% among 310,000; in the data active = inhibition above about 50%;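 also: plate controls were vehicle with enzyme for no effect and no enzyme for full effect; many of its hits are not listed in these tables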
GSK3A inh – blocks human GSK-3 alpha kinase; ADP-Glo luminescence, 60 min; inhibition, % at 10 µM; hit rate 0.1% among 320,000; AID 2650; P49840;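 in the data active = inhibition above about 50%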;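 also: GST-tagged GSK-3 alpha with peptide substrate and 25 µM ATP; 0% = DMSO neutral wells and 100% = GW8510 positive control wells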
Target sequence (P49840 whole entry, looked up): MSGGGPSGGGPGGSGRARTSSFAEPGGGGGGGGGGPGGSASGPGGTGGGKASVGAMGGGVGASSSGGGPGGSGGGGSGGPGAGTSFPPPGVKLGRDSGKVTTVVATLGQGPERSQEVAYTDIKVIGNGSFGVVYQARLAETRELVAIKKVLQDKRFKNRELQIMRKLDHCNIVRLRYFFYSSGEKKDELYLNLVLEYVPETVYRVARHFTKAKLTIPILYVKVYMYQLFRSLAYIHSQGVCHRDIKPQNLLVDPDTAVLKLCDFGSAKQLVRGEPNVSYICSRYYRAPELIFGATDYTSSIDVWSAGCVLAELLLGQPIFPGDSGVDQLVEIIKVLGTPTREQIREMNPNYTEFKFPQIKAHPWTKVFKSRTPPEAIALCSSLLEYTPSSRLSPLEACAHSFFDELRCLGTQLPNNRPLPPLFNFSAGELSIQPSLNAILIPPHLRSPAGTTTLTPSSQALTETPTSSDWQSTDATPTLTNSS
hERG protect – compounds protecting human hERG from proarrhythmic drug block. CHO-hERG, FluxOR thallium flux, dofetilide IC70 present. activation (rescue from dofetilide block), less the hit threshold, % at 10 µM. hit rate 0.51% among 310,000;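 active = activation above the mean of controls blocked by dofetilide plus 5 SD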;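 also: thallium influx through hERG after potassium depolarization seen as dye fluorescence rise; in these data hits start at about 4.7%; inactives centre near -7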
RGS4 act – potentiators or activators of RGS4. HEK293 M3R/inducible RGS4, carbachol calcium flux Fluo4; active compounds read low. B-score at 10 µM. hit rate 0.92% among 310,000. AID 463111;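 active = B-score of the integrated calcium signal more than 4 SD below the library mean, with starting fluorescence not abnormally high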;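 also: negative B-score means reduced calcium response which marks RGS4 activation or potentiation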
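Detection: kinetic calcium fluorescence imaging with Fluo4-AM dye, 2 µM / Material: HEK293 cells with stable M3R and inducible RGS4 / Schedule: recording 10 s baseline at 1 Hz, 100 s post-agonist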
KCNQ1 block – blocks the human KCNQ1 potassium channel | CHO-K1 KCNQ1, FluxOR thallium flux fluorescence; active compounds read high | hit rate 1.3% among 310,000 | AID 2642 | B-score at 10 µM;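 active = compounds whose thallium flux B-score, printed positive for inhibition, exceeds three library SD while starting fluorescence stays within three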;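 also: channel opened by potassium depolarization with thallium stimulus after 20 min compound exposure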
GSK3beta inhib – blocks human GSK3beta kinase activity; P49841; GST-GSK3beta kinase, ADP-Glo luminescence, 60 min; active compounds read low; activity score (negative = inhibition), % at 10 µM; hit rate 0.038% among 300,000;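 active = more than half of replicate wells score below -50%, meaning over 50% inhibition versus plate controls; inconclusive = some replicates but at most half score below -50%; inactive = no replicate scores below -50%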;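 also: 0% = median DMSO wells and -100% = median GW8510 positive control wells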
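Test system: GST-tagged human GSK3beta kinase, cell-free; evaluation: activity score scaled between in-plate DMSO and GW8510 controls; measured by: ADP-Glo luminescence; incubation: 60 min reaction, RT; benchmarks: DMSO and 20 µM GW8510; reagent: peptide substrate plus 25 µM ATP (final); medium: Tris/MgCl2 kinase buffer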
HDAC3 inhib – inhibitors of human histone deacetylase 3; O15379; recombinant HDAC3, fluorogenic peptide/trypsin coupled, fluorescence; inhibition, % at 8.3 µM; hit rate 0.15% among 320,000; in the data active = inhibition above about 26%, passing the limit was not always enough; inconclusive = no clear call, values can overlap the other calls
KCNK3 block – human KCNK3 channel inhibition, primary screen; B-score at 10 µM; hit rate 0.84% among 340,000; CHO-KCNK3 thallium flux, FluxOR fluorescence; active compounds read low;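 active = B-score under library mean minus 4 SD, starting fluorescence ratio at most library mean plus 5 SD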;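 also: more negative B-score means stronger inhibition of thallium flux through KCNK3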
Target sequence (O14649 whole entry, looked up): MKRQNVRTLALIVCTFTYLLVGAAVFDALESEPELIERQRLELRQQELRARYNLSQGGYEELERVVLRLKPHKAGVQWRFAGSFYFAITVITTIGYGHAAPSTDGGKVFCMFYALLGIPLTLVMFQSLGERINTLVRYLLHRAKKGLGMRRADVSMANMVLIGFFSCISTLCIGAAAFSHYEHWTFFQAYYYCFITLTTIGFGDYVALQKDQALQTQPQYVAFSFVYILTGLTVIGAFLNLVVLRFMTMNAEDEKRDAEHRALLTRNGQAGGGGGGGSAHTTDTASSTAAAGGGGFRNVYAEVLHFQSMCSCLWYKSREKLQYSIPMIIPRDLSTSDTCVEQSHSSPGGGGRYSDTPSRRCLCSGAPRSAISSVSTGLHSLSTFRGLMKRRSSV
* marks the source's active call; other numbers are inactive results; i = inactive; ? = inconclusive; . = not tested or not shown.

1: CC(=O)c1ccc(Oc2cnccn2)cc1
2: COc1cc(S(=O)(=O)NCc2ccc3c(c2)OCO3)ccc1F
3: CCOc1cc(CNCCc2ccc(S(N)(=O)=O)cc2)ccc1OCc1ccc(Cl)cc1
4: O=C(CN1CCN(c2ccc(F)cc2)CC1)NC(=O)NCc1ccco1
5: CC1CCCCN1CCCNC(=O)c1ccc(Br)cc1 (stereo unspecified)
6: O=C1CN(S(=O)(=O)c2ccc(Cl)cc2)CC(=O)N1CCc1ccccc1
7: CCCN(C(=O)c1cc2c(s1)CCC2)c1c(N)n(Cc2ccccc2)c(=O)[nH]c1=O
8: Cc1ccccc1Oc1ncnc(N)c1[N+](=O)[O-]

Assay by compound,1,2,3,4,5,6,7,8
KCNQ1 pot,i,i,i,i,i,i,i,i
PolyA inhibitor,i,i,i,i,i,i,i,i
KCNK9 inh,i,i,i,i,i,i,i,i
Dyrk1A ADPGlo,0.8,-2.4,1.6,7.3,1.4,-4.1,1.1,-4.2
GSK3A inh,-1.0,-1.0,-1.9,0.0,0.4,-1.4,-2.3,-0.4
hERG protect,-5.0,-3.3,-1.7,-14.7,-9.0,-13.7,-7.4,-1.4
RGS4 act,i,i,i,i,i,i,i,i
KCNQ1 block,i,i,i,i,i,i,i,i
GSK3beta inhib,0.4,-4.6,-0.4,1.0,2.0,1.7,-2.8,0.0
HDAC3 inhib,-8.3,14.6,6.3,-7.7,-2.5,6.1,.,4.1
KCNK3 block,i,i,i,i,i,i,i,i

9: CC(CC(=O)Nc1ccccc1)n1ccnc1 (stereo unspecified)
10: CC(C)c1nc2cc3ccccc3cc2[nH]1
11: O=C(Cn1ncc2c([nH]c3ccccc32)c1=O)NCC1CCN(Cc2ccccc2F)CC1
12: COc1ccc(C(=O)N2CCn3c2nc2ccccc23)cc1
13: CCCCOc1ccc(C(=O)Nc2ccc(C)cc2[N+](=O)[O-])cc1
14: Cc1nc(NC(=O)CCc2ccccc2)sc1C
15: COc1ccc(C2(C)NC(=O)N(CC(=O)NC(C)c3ccc(CC(C)C)cc3)C2=O)cc1 (stereo unspecified)
16: COc1ccc(C(=O)c2c(-c3ccsc3)oc3ccc(-c4ccc(OC)cc4)cc23)cc1

Assay by compound,9,10,11,12,13,14,15,16
KCNQ1 pot,i,i,i,i,i,i,i,i
PolyA inhibitor,i,i,i,i,i,i,i,i
KCNK9 inh,i,i,i,i,i,i,i,i
Dyrk1A ADPGlo,0.2,4.1,-5.8,3.1,0.4,-2.1,-7.4,.
GSK3A inh,-0.6,0.2,-0.4,-0.6,-2.3,0.2,-2.6,-3.5
hERG protect,-17.6,-5.6,-7.9,-15.2,-7.9,-5.6,-4.1,-6.7
RGS4 act,i,i,i,i,i,i,i,i
KCNQ1 block,i,i,i,i,i,i,i,i
GSK3beta inhib,2.7,-3.3,4.5,2.8,2.0,.,2.2,-0.1
HDAC3 inhib,1.6,5.5,-0.5,4.4,1.7,3.9,-3.4,-6.2
KCNK3 block,i,i,i,i,i,i,i,.

17: CCCCn1c(N)c(N(CCOC)C(=O)c2ccc(S(=O)(=O)N3CCCCC3)cc2)c(=O)[nH]c1=O
18: O=C(Nc1c2c(nn1-c1ccccc1)CS(=O)C2)c1ccc(Br)o1 (stereo unspecified)
19: CCOc1ccc(C2c3cc(OC)c(OC)cc3CC(=O)N2c2ccc(OC)cc2)cc1 (stereo unspecified)
20: O=C(CN(CCc1ccccc1)S(=O)(=O)c1ccc(Br)cc1)N/N=C/c1ccc2c(c1)OCO2
21: Cc1ccc(NC(=S)Nc2ccc3cn[nH]c3c2)cc1C
22: CCc1cccc(C)c1NC(=S)N(CCOC)C(C)c1ccco1 (stereo unspecified)
23: O=[N+]([O-])c1ccc(NC(=S)N2CCN(c3ccccc3)CC2)cc1
24: CCNC(=O)CC1C(=O)N(c2ccc(C)cc2)C(=O)N1CCc1sccc1C (stereo unspecified)

Assay by compound,17,18,19,20,21,22,23,24
KCNQ1 pot,i,i,i,i,i,i,i,i
PolyA inhibitor,i,i,i,i,.,i,i,i
KCNK9 inh,i,i,i,i,i,i,i,i
Dyrk1A ADPGlo,1.6,-1.3,2.2,.,39.4,5.2,-1.0,2.5
GSK3A inh,1.1,0.9,0.1,-2.6,15.9,0.3,-4.0,1.0
hERG protect,-9.1,-8.4,-9.3,-9.7,-4.6,-8.5,-3.3,-6.6
RGS4 act,i,i,i,i,i,i,i,i
KCNQ1 block,i,i,i,i,i,i,i,i
GSK3beta inhib,3.1,1.6,0.7,3.0,-3.2,1.5,0.4,-0.2
HDAC3 inhib,-0.1,-3.7,0.1,1.5,-3.6,-0.9,0.1,-0.1
KCNK3 block,i,i,i,i,i,i,i,i

25: CCOC(CCNC(=O)c1cn(CC(C)C)c(=O)c2c1c1ccccc1n2C)OCC
26: COC(=O)CSc1nc2ccccc2n1CC(=O)N(C(C)C)C(C)C
27: C=CCN(C(=O)CNC(=O)c1ccco1)C(C(=O)NC1CCCCC1)c1ccc(OC)cc1OC (stereo unspecified)
28: O=[N+]([O-])c1cccc2c3c([nH]c12)CCCC3
29: C=CCn1c(SCC(=O)Nc2ccc3c(c2)CCC3)nc2ccccc2c1=O
30: O=C(c1ccc(Cn2c(=O)[nH]c3ccsc3c2=O)cc1)N1CCN(c2ccccc2)CC1
31: CCC(Sc1nc2ccccc2c2nc3ccccc3n12)C(=O)NCc1ccco1 (stereo unspecified)
32: CCCCn1c(N)c(N(CC(C)C)C(=O)c2cnc(C)cn2)c(=O)[nH]c1=O

Assay by compound,25,26,27,28,29,30,31,32
KCNQ1 pot,i,i,i,i,i,i,i,i
PolyA inhibitor,i,i,i,i,i,i,i,i
KCNK9 inh,i,i,i,i,i,i,i,i
Dyrk1A ADPGlo,-3.8,-0.7,6.1,-4.0,-4.5,5.8,.,6.2
GSK3A inh,-5.6,-2.3,-5.3,-1.7,8.2,-2.9,-0.1,1.6
hERG protect,-1.7,0.5,-12.0,-3.8,-1.7,-11.9,-9.0,-4.1
RGS4 act,i,i,i,i,i,i,i,i
KCNQ1 block,i,i,i,i,i,i,i,i
GSK3beta inhib,1.7,0.2,0.9,-1.8,0.2,25.0,1.9,0.6
HDAC3 inhib,-2.5,3.5,?,5.4,-2.5,6.1,-5.7,-0.5
KCNK3 block,i,i,i,i,i,i,.,i

An excerpt of these results, with two lines to a compound.
Value order – KCNQ1 pot	PolyA inhibitor	KCNK9 inh	Dyrk1A ADPGlo	GSK3A inh	hERG protect	RGS4 act	KCNQ1 block	GSK3beta inhib	HDAC3 inhib	KCNK3 block
#21 Cc1ccc(NC(=S)Nc2ccc3cn[nH]c3c2)cc1C
→ i	.	i	39.4	15.9	-4.6	i	i	-3.2	-3.6	i
#1 CC(=O)c1ccc(Oc2cnccn2)cc1
→ i	i	i	0.8	-1.0	-5.0	i	i	0.4	-8.3	i
#17 CCCCn1c(N)c(N(CCOC)C(=O)c2ccc(S(=O)(=O)N3CCCCC3)cc2)c(=O)[nH]c1=O
→ i	i	i	1.6	1.1	-9.1	i	i	3.1	-0.1	i
#9 CC(CC(=O)Nc1ccccc1)n1ccnc1 (stereo unspecified)
→ i	i	i	0.2	-0.6	-17.6	i	i	2.7	1.6	i

Following part:
33: COc1cc(/C=C2\SC(=S)N(CCC(=O)N3CCN(C)CC3)C2=O)cc(OC)c1OC
34: N#CC(C(=O)Nc1ccccc1)=C1Nc2ccccc2N1
35: COc1ccc(-c2ccccc2)cc1NC(=O)c1cccs1
36: C[C@H](NC(=O)C1(c2ccccc2)CCN(C(=O)[C@H]2CSCN2C(=O)OC(C)(C)C)CC1)C(=O)O
37: O=C(NC(=O)c1ccncc1)NC(c1ccccc1)c1ccccc1
38: Nc1ccc(N(c2ccccc2)c2ccc(N)cc2)cc1
39: CC(=O)c1ccc(NC(=O)CSc2nc(C)cc(C)c2C(N)=O)cc1
40: CCN(CC)c1ccc(S(=O)(=O)N2CCOCC2)cc1NC(=O)CSc1nncs1

Assay by compound,33,34,35,36,37,38,39,40
KCNQ1 pot,i,i,i,i,i,i,i,i
PolyA inhibitor,i,i,i,i,i,i,i,i
KCNK9 inh,i,i,i,i,i,i,i,i
Dyrk1A ADPGlo,-3.5,21.1,-1.8,0.7,-0.9,-5.5,3.5,-5.8
GSK3A inh,-0.2,5.9,-0.8,-0.9,-5.1,3.7,0.1,-0.4
hERG protect,-12.2,-13.6,-5.7,-6.7,-1.5,-12.9,-5.8,-12.6
RGS4 act,i,i,i,i,i,i,i,i
KCNQ1 block,i,i,i,i,i,i,i,i
GSK3beta inhib,2.3,-8.7,.,1.5,0.1,1.4,-2.1,2.7
HDAC3 inhib,2.0,8.2,6.3,2.2,-1.2,0.8,-9.7,5.3
KCNK3 block,i,i,i,i,i,i,i,i

41: O=C(NCC1CC1)c1onc(CSc2ccc(F)cc2)c1C(=O)NCC1CC1
42: COc1ccc(-c2cc(C(=O)Nc3ccc(Br)cc3)no2)cc1
43: O=C(CCc1ccccc1)Nc1ccc(S(=O)(=O)N2CCCC2)cc1
44: O=S(=O)(CC(CN1CCCC1)N1CCCC1)c1ccc2ccccc2c1 (stereo unspecified)
45: CC(C)Oc1cccc(C(=O)N/N=C/c2ccoc2)c1
46: CCOC(=O)c1c(NC(C)=O)sc2c1CCCNC2=O
47: Cc1ccc(-n2c(C)cc(C(=O)Cn3nc(C(=O)O)c4ccccc4c3=O)c2C)cc1
48: COc1ccc(S(=O)(=O)N(C)CC(=O)N2CCN(c3ccccc3)CC2)cc1

Assay by compound,41,42,43,44,45,46,47,48
KCNQ1 pot,i,i,i,i,i,i,i,i
PolyA inhibitor,i,i,i,i,.,i,i,i
KCNK9 inh,i,i,i,i,i,i,i,i
Dyrk1A ADPGlo,-17.1,-1.4,0.9,0.1,-9.4,9.0,-3.7,-6.3
GSK3A inh,0.0,-2.2,-2.0,-2.0,.,2.8,-0.3,-3.9
hERG protect,-3.2,-3.4,-19.2,-11.5,-9.9,-17.1,-6.1,-7.4
RGS4 act,i,i,i,i,i,i,i,i
KCNQ1 block,i,i,i,i,i,i,i,i
GSK3beta inhib,-0.7,-1.6,1.2,4.0,-3.3,-1.1,4.0,0.0
HDAC3 inhib,4.0,4.6,-5.1,1.3,2.7,-5.8,2.7,-2.3
KCNK3 block,i,i,i,i,i,i,i,i

Screen by screen, quoted from above.
Entries 41–48 in KCNQ1 block read i, i, i, i, i, i, i, i

Screens (PubChem BioAssay)

An excerpt; rates above refer to the full screens.
